PAFAH1B3 FP inh: PAFAH1B3 (human) inhibition; Q15102; recombinant PAFAH1B3, FP-rhodamine probe, fluorescence polarization; 0.28% of 340,000 active; inhibition, % at 3.39 µM; AID 492972;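 active = inhibition above the screen-wide average of all tested compounds plus 3 SD, cut at about 25% in these data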;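 note: 0% = enzyme with DMSO only and 100% = wells lacking PAFAH1B3 protein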
LYPLA2 counter: blocks human lysophospholipase 2, a PME1 counter-screen; O95372; recombinant LYPLA2, FP-Rh probe fluorescence polarization; inhibition, % at 5.9 µM; 0.38% of 320,000 active;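 active = inhibition above the screen-wide mean plus 3 SD, limit set per campaign, cut at about 26% in these data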;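 note: 0% = LYPLA2 with DMSO and 100% = wells lacking LYPLA2 enzyme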
Target sequence (O95372 whole entry, looked up): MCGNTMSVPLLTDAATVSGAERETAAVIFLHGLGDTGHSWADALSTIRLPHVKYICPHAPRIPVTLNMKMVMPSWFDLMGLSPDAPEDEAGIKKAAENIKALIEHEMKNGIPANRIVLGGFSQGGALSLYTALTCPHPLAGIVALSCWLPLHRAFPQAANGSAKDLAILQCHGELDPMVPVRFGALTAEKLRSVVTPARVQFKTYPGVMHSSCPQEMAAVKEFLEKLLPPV
ZTA DNA inh: blocks Epstein-Barr virus ZTA, an EBNA-1 counter-screen | P03206 | ZTA-DNA binding, fluorescence polarization | inhibition, % at 11 µM | 0.15% of 320,000 active | AID 2234; in the data active = inhibition above about 33%
Target sequence (P03206 whole entry, looked up): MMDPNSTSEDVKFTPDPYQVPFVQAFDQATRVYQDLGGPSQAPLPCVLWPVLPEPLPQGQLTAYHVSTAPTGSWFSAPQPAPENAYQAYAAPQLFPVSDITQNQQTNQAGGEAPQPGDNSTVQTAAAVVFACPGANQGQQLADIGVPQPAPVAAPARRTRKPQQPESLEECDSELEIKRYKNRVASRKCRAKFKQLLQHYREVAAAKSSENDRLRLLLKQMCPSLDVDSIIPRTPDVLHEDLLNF
LYPLA1 inh: blocks human lysophospholipase 1, a PME1 counter-screen. recombinant LYPLA1, FP-Rh probe fluorescence polarization. inhibition, % at 5.9 µM. 0.16% of 320,000 active;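 active = inhibition above the mean of all tested compounds plus 3 SD, set per campaign, cut at about 14% in these data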;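 note: inhibitors block serine hydrolase probe labeling of LYPLA1 so polarization falls; 0% = enzyme with DMSO and 100% = wells lacking LYPLA1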
Target sequence (O75608 whole entry, looked up): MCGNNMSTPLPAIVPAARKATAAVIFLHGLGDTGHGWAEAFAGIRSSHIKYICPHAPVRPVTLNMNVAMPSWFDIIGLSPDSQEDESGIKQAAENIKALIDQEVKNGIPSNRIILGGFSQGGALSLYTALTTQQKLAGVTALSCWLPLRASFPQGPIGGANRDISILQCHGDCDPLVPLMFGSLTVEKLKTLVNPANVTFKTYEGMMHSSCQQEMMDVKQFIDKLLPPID
PAD4 FP inh: PAD4 (human) enzyme inhibition; Q9UM07; recombinant PAD4, RCA probe fluorescence polarization; inhibition, % at 6.36 µM; 0.41% of 330,000 active; AID 485272;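 active = percent inhibition above a cutoff equal to the mean of all tested compounds plus 3 SD, cut at about 15% in these data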;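 note: 0% = PAD4 with RCA probe and DMSO and 100% = probe without PAD4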
EBNA-1 inhibitor: blocks EBNA-1 binding to DNA. EBNA-1 DNA binding, fluorescence polarization. inhibition, % at 14.8 µM. 0.34% of 300,000 active; in the data active = inhibition above about 28%
PREPL inh: human PREPL enzyme inhibition. Q4J6C6. recombinant PREPL, fluorescence polarization activity-based probe. inhibition, % at 5.96 µM. 0.68% of 320,000 active; in the data active = inhibition above about 43%;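 note: 0% = enzyme with DMSO and 100% = wells lacking enzyme; many of its hits are not listed in these tables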
GSTO1 inh: counter-screen for RBBP9 inhibitors: inhibitors of human GSTO1; P78417; recombinant GSTO1, activity-based probe fluorescence polarization; inhibition, % at 5.96 µM; 1.1% of 300,000 active;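 active = inhibition above the campaign mean inhibition plus 3 SD, cut at about 35% in these data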;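 note: 0% = GSTO1-1 with DMSO and 100% = wells lacking GSTO1-1 enzyme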
Target sequence (P78417 whole entry, looked up): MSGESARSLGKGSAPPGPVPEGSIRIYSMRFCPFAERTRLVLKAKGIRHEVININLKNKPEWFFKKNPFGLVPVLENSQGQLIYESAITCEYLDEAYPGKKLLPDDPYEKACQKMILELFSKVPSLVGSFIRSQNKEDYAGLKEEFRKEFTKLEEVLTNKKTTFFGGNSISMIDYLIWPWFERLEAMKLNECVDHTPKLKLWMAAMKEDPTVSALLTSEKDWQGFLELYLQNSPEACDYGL
PAFAH2 inh: PAFAH2 (human) inhibition | recombinant PAFAH2, FP-rhodamine activity probe, fluorescence polarization | 0.99% of 340,000 active | AID 492956 | Q99487 | inhibition, % at 3.39 µM;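 active = inhibition above the mean over all tested compounds plus 3 SD, cut at about 30% in these data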;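 note: inhibitors block probe labeling of enzyme so polarization drops; 0% = enzyme with DMSO and 100% = wells lacking PAFAH2 protein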
The depositor's hits bear a star; · = not tested or not shown. These rows are one share of the data; count on the stated rates, not on these rows.

Below each SMILES: PAFAH1B3 FP inh	LYPLA2 counter	ZTA DNA inh	LYPLA1 inh	PAD4 FP inh	EBNA-1 inhibitor	PREPL inh	GSTO1 inh	PAFAH2 inh
> Cn1c(=O)c2c(ncn2CCc2ccccc2)n(C)c1=O
 : 4	-7	0	-5	0	-1	-2	4	4
> CN=C(C)c1c(O)c2ccccc2oc1=O
 : 7	0	-22	2	7	13	23	18	5
> COC(=O)CCC(=O)OC1(C)C(=O)C=C2C=C(C3CC3)N(CCCCO)C=C2C1=O (stereo not drawn)
 : 9	4	-27	2	2	3	7	46*	-2
> CCOc1ccc(C(=O)CSCCC(=O)O)cc1
 : -1	1	-18	1	-2	-1	-2	3	-3
> COc1ccc(/C=N/n2cnnc2)cc1COc1ccccn1
 : 0	1	-3	0	-4	8	3	-3	2
> Cn1c(=O)oc2cc(S(=O)(=O)NCc3cccnc3)ccc21
 : -7	3	-10	0	-4	-4	-2	15	5
> Cc1cnc(NC(=O)c2ccc(Cl)nc2)s1
 : 4	-2	5	-3	-2	-11	-13	-5	-9
> Cc1ccc(NC(=S)NNc2ncc(C(F)(F)F)cc2Cl)c(C)c1
 : 0	2	-3	0	-5	-5	15	3	1
> CCN1N=C(C)C=C(c2ccccc2)n2c1nc1ccccc12
 : 0	-5	8	-4	-9	-6	-7	1	8
> Cc1c(C)n(Cc2ccccc2)c2ncnc(NCCN(C)C)c12
 : 0	3	-2	0	-1	6	-22	5	1
> O=C1c2cccc3cccc(c23)C(=O)N1c1nccs1
 : 6	4	-7	-1	-2	13	15	1	-6
> CN(C(=O)CSc1nc2c(c(=O)[nH]1)CCCC2)C1CCCCC1
 : 3	-4	15	0	2	4	4	0	2
> Cc1cccc(NCC(=O)N/N=C\c2cccc(Oc3ccccc3)c2)c1
 : 6	0	-11	-5	1	-20	5	-5	2
> CN1CCN(NC(=O)c2ccc(Br)c(S(=O)(=O)N3CCOCC3)c2)CC1
 : -3	5	12	2	4	8	-6	3	5
> CCc1cc(=O)[nH]c(SCC(=O)N2CCCC2)n1
 : 4	6	-1	5	-1	12	0	1	2
> O=C(Nc1nnc(S(=O)(=O)N2CCOCC2)s1)c1ccccc1Cl
 : 5	-5	-19	-2	1	-4	-6	-44	-4
> Cc1onc(-c2c(Cl)cccc2Cl)c1C(=O)O/N=C(\C#N)c1ccccc1
 : -9	-10	-2	-6	4	-6	7	3	-5
> COc1ccc(S(=O)(=O)N2CCN(CC(=O)Nc3ccc(F)c(F)c3)CC2)cc1
 : 11	-2	-9	-2	4	-2	-16	1	7
> CCOC(=O)c1c(S(=O)(=O)NCC(=O)N2CCN(c3ccccc3OC)CC2)c(C)n(C)c1C
 : 11	0	4	4	-4	9	5	-2	7
> O=C(NCCc1ccccc1)C(=O)c1c(-c2ccccc2)[nH]c2ccccc12
 : 2	-3	22	-4	-3	10	-27	1	1
> O=C(CSc1nc2ccccc2o1)N1CCN(C(=O)c2ccco2)CC1
 : 1	-1	-6	1	-4	4	11	-6	-6
> O=C(Nc1ccc(F)cc1F)N1CCCN(c2ccc([N+](=O)[O-])cn2)CC1
 : 2	-3	-5	0	-2	4	-6	5	11
> CCOC(=O)c1ccc(NC(=O)COC)cc1
 : -5	4	-25	3	0	-11	-8	3	-1
> COc1ccc(-c2nc(C#N)c(NCC3CCCO3)o2)cc1OC (stereo not drawn)
 : -2	-1	-5	-3	-2	1	4	-4	-7
> Cc1ccc(C)c(NC(=O)C(Sc2nncn2C)c2ccccc2)c1 (stereo not drawn)
 : 5	6	13	1	4	10	6	9	12
> CCc1ccc(CN2CCC(CO)(CC3CCCCO3)CC2)o1 (stereo not drawn)
 : 7	-6	4	-2	2	-9	13	-2	1
> CCn1nccc1C(=O)Nc1ccccc1OC
 : 2	5	-7	0	-1	-11	5	-1	-1
> c1ccc2[nH]c(NCc3ccc4c(c3)OCO4)nc2c1
 : 21	2	5	-3	9	-1	4	2	10
> O=C1NC2(CCCc3ccccc32)C(=O)N1CCOc1ccc(Br)cc1 (stereo not drawn)
 : 6	14	11	0	-4	2	15	2	10
> CCCCCCCNC(=O)C1(CC2CC(c3ccc(Cl)cc3)=NO2)CCN(C(=O)Cc2ccc(F)cc2)CC1 (stereo not drawn)
 : -10	-2	4	-4	-1	-2	-4	-1	-1
> O=c1nc(-c2ccccc2)n(-c2ccccc2)c2ncccc12
 : 1	-1	-1	0	4	0	-3	-1	-1
> COc1ccc(N2CC(C(=O)Nc3ccc(S(=O)(=O)Nc4nccs4)cc3)CC2=O)cc1 (stereo not drawn)
 : -1	1	-7	2	-4	4	-8	-2	-4
> Cc1cc(NC(=O)C2CC(=O)OC2c2ccccc2)no1 (stereo not drawn)
 : 8	2	2	0	-1	4	-1	7	4
> Cc1cc(NC(=O)CSc2nnc3c(C)cc4ccccc4n23)no1
 : 1	0	0	2	1	3	7	5	-4
> CCN(CC(=O)Nc1c(F)cccc1F)C(=O)/C=C/c1cn(Cc2ccccc2)nc1-c1cccnc1
 : 0	0	-9	-3	-8	-2	9	-3	-2
> CC(C)(C)NC(=O)/C(=C/c1ccccc1F)NC(=O)c1ccc([N+](=O)[O-])cc1
 : -3	-3	-17	4	8	-5	10	2	-4
> CN(Cc1ncc[nH]1)C(=O)c1cc(COc2c(F)cccc2F)on1
 : 6	-1	-6	-3	-1	6	0	1	-6
> CCOCC(O)CNc1ccccc1 (stereo not drawn)
 : 2	4	-19	0	0	-7	4	-5	5
> O=C(CCC1CCCN(C(=O)Cn2cnnn2)C1)NCc1ccccc1F (stereo not drawn)
 : 6	4	9	4	2	2	-2	-1	1
> CN=C1SC(CC(=O)Nc2ccc(C(C)=O)cc2)C(=O)N1C (stereo not drawn)
 : 4	12	-2	1	-1	2	0	-1	8
> CC1CCCC(NC(=O)COC(=O)c2cc(S(=O)(=O)N3CCOCC3)ccc2F)C1C (stereo not drawn)
 : -5	-2	0	-3	0	·	-5	·	3
> O=C1C2ON(c3ccccc3)C(c3ccncc3)C2C(=O)N1c1ccc(N2CCOCC2)cc1 (stereo not drawn)
 : 0	0	-8	-1	-2	8	2	9	2
> CS(=O)(=O)N(CC(=O)Nc1cccc(Cl)c1Cl)c1ccccc1
 : 9	4	-5	-1	-2	-2	-13	8	2
> CN(CC(=O)Nc1cccc(F)c1)C(=O)CCc1nc2ccccc2c(=O)[nH]1
 : 5	-2	2	0	3	-1	-10	1	2
> CCCCNC(=O)Cn1c2c(c(-c3ccccc3Cl)cc1=O)CCC2
 : 0	-3	5	-1	-6	5	1	3	-1
> CCN(CC)CCN1C(=O)c2ccccc2NC1c1ccc(Br)cc1 (stereo not drawn)
 : -8	28*	-5	-1	-1	-4	-15	1	0
> CCOC(=O)C1(C)NC(c2ccc(O)cc2)C2C(=O)N(c3ccccc3)C(=O)C21 (stereo not drawn)
 : 10	5	3	6	-6	-13	-3	-4	4
> C[C@H](NC(=O)c1ccco1)C(=O)NC1CCCCCC1
 : 10	3	6	-2	-3	·	13	·	-3
> Cc1ccc(S(=O)(=O)NC(CC(=O)O)c2cccs2)cc1 (stereo not drawn)
 : 13	15	4	2	3	2	0	3	0
> Cc1cccc(C)c1N1CCN(C(=O)Nc2ccc3c(c2)OCCO3)CC1
 : 2	1	9	-4	-5	-8	7	-2	-1

In the list so far, these contain a nitro group on carbon.
Below each SMILES: PAFAH1B3 FP inh	LYPLA2 counter	ZTA DNA inh	LYPLA1 inh	PAD4 FP inh	EBNA-1 inhibitor	PREPL inh	GSTO1 inh	PAFAH2 inh
> O=C(Nc1ccc(F)cc1F)N1CCCN(c2ccc([N+](=O)[O-])cn2)CC1
 : 2	-3	-5	0	-2	4	-6	5	11
> CC(C)(C)NC(=O)/C(=C/c1ccccc1F)NC(=O)c1ccc([N+](=O)[O-])cc1
 : -3	-3	-17	4	8	-5	10	2	-4

(continued)
Below each SMILES: PAFAH1B3 FP inh	LYPLA2 counter	ZTA DNA inh	LYPLA1 inh	PAD4 FP inh	EBNA-1 inhibitor	PREPL inh	GSTO1 inh	PAFAH2 inh
> Cc1cccc(OCC(=O)NCCCNC(=O)c2ccccn2)c1
 : 8	-9	-17	-2	-2	-5	-5	-3	-6
> Cc1ccc(C)n1-c1cc(S(=O)(=O)N2CCOCC2)ccc1N1CCCC1
 : 7	4	9	1	-11	0	0	2	3
> CC(C)[C@H](NC(=O)c1ccccc1Cl)C(=O)OCC(=O)NC(=O)NCc1ccco1
 : 9	·	·	·	-2	·	9	·	-1
> COCCC(=O)NC1CCCc2c1cnn2-c1cccc(C)c1C (stereo not drawn)
 : 4	-2	12	2	-3	2	-7	3	-4
> CCN(CC)c1ccc(N2C(=O)c3ccccc3C2=O)cc1
 : 1	10	1	3	2	4	13	2	1
> Cc1c(C2=CCN(S(=O)(=O)c3ccc(Br)cc3)CC2)c2ccccc2n1C
 : -33	-26	8	-14	-42	14	-19	-3	-20
> CCCc1[nH]nc2c1C(c1ccc(Br)s1)C(C#N)=C(N)O2 (stereo not drawn)
 : 5	-2	-1	-2	-3	5	-13	-25	0
> COc1ccc(C(=O)C[n+]2cccc3cc(OC)ccc32)cc1
 : 5	-1	10	-1	-3	3	-2	4	-1
> Cc1cc(C)n(CC(O)COc2ccc(Cl)cc2)n1 (stereo not drawn)
 : 9	-5	4	2	-2	-13	0	1	4
> Cc1cc(Cl)c2c(c1)[C@]1(C(=O)N2)[C@@H]2C(=O)N(Cc3ccccc3)C(=O)[C@@H]2[C@@H]2CCCN21
 : 0	-5	8	-3	-2	8	41	-10	-5
> CN(c1ccc(-c2csc(NC(=O)C3CC(=O)N(Cc4ccco4)C3)n2)cc1)S(C)(=O)=O (stereo not drawn)
 : 12	1	-2	-7	-6	·	0	·	5
> COC(=O)C1=C(N)Oc2c(oc(CO)cc2=O)C1c1c(F)cccc1Cl (stereo not drawn)
 : 0	4	-12	3	0	0	4	11	-5
> CC(C)(C)OC(=O)NC(CC(=O)OCc1ccccc1)C(=O)O (stereo not drawn)
 : -1	-5	1	-1	1	2	-3	9	-3
> COc1ccc(NC(=O)CSc2nnc(CNC(=O)COc3ccc(Cl)cc3)o2)c(OC)c1
 : 0	1	3	-3	1	4	-1	-2	2
> N=c1c2c(ncn1CCN1CCOCC1)Oc1cc(O)ccc1C2c1ccccc1 (stereo not drawn)
 : 4	4	16	0	-3	5	-11	-4	1
> CCCc1nc2ccccc2c(=O)n1/N=C/c1ccc(O)cc1
 : 4	-4	9	1	-4	-1	0	-4	1
> CC(C(=O)Nc1ccc(S(=O)(=O)N2CCOCC2)cc1)N(c1ccccc1)S(C)(=O)=O (stereo not drawn)
 : 4	-10	-7	-4	-1	6	2	3	6
> COc1ccc(-c2ccc(-c3noc(-c4cccc(OC)c4)n3)c(OC)n2)cc1
 : 4	-6	-4	2	-6	-15	12	0	-8
> Cc1ccc(OCC(=O)Nc2ccc(NC(=O)c3ccco3)cc2)c(C)c1
 : 3	8	-14	4	-2	-12	-6	-5	-8
> Cc1ccc(C)c(N2CCN(S(=O)(=O)c3csc(C(N)=O)c3)CC2)c1
 : 1	0	14	0	1	-5	-13	7	-3
> Cc1cc(C)n2nc(C(=O)Nc3ccc4c(c3)OCO4)cc2n1
 : 9	3	-1	-3	2	-5	19	7	5
> NC(=O)C1c2ccccc2CSc2ccccc21 (stereo not drawn)
 : 2	8	12	0	2	6	-4	-1	6
> COC(=O)c1cc(C#N)c(SCc2ccccc2)nc1C
 : 1	8	-9	-3	-2	3	16	-4	-5
> Cc1cccc(C)c1OCC(=O)N/N=C/C=C/c1ccco1
 : 10	-8	-6	-2	-6	-12	5	5	10
> CCOC(=O)c1ccccc1NC(=O)CSc1nnc(COc2ccccc2)n1CC
 : 8	-4	-14	-3	2	10	12	20	1
> COc1ccc(C(=O)NC(NC(=S)Nc2ccc(S(N)(=O)=O)cc2)C(Cl)(Cl)Cl)cc1 (stereo not drawn)
 : -24	-64	-9	-42	-9	3	-3	-75	-39
> CCP(=O)(CC)c1cccc(N)c1
 : 12	5	5	2	-1	2	-11	-3	-1
> O=C1c2ccccc2C(=O)N1Cc1cc(-c2ccccc2Cl)no1
 : 5	10	6	0	-2	-1	12	-2	8
